Compound activity from PubChem.
Mdm2 ligase inh = Mdm2 E3 ligase (human) inhibition | AID 1230 | cell-based MDM2 ubiquitination luciferase reporter, 2 h; 0 = plate control, 100 = twice control, blank-subtracted | Q00987 | signal enhancement, % at 5 µM | 210,000 tested, 0.11% active;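 active = signal enhancement of 30% or more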;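 note: luminescence tracks abundance of the self-degrading MDM2-luciferase fusion protein; higher signal means inhibition of MDM2 E3 ligase activity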
Target sequence (Q00987 whole entry, looked up, the tested form may be a part): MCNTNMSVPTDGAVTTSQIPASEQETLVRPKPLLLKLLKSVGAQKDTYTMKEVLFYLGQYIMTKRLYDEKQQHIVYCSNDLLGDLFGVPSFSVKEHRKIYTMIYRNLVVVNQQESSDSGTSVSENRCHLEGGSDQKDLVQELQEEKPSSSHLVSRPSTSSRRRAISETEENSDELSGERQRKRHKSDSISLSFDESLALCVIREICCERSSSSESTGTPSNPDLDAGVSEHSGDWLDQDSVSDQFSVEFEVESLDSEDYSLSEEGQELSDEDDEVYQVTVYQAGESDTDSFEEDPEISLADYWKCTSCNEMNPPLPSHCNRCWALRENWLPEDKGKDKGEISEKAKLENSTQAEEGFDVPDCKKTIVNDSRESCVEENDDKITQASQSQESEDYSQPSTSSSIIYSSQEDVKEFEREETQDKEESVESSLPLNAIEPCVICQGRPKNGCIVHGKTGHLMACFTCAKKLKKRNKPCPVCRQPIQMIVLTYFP
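System: stable MDM2–luciferase fusion reporter cells / Input: 2000 cells seeded into each well / Schedule: 4 h settle plus 2 h compound, 37 °C / Compound: single-point 5 µM / Buffer or medium: cells held in DMEM / Benchmarks: control and blank well means / Evaluation: percent signal gain over controls, blank-subtracted / Measured by: luciferase luminescence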
p47phox inh = inhibitors of human p47phox binding; P14598; inhibition, % at 24.7 µM; 220,000 tested, 0.53% active; p47phox/p22phox peptide binding, fluorescence polarization, 2 h; AID 1274;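 active = inhibition above about 30%, limit read from the data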;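 note: 0% = p47phox with labelled peptide and 100% = labelled peptide alone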
EBV gp42 block = EBV gp42 inhibition; Q1HVG2; Fluorescence polarization binding assay, mP read-out; inhibition, % (tested at 21.74 µM); 220,000 tested, 0.42% active; in the data active = inhibition above about 50%
Target sequence (Q1HVG2 whole entry, looked up): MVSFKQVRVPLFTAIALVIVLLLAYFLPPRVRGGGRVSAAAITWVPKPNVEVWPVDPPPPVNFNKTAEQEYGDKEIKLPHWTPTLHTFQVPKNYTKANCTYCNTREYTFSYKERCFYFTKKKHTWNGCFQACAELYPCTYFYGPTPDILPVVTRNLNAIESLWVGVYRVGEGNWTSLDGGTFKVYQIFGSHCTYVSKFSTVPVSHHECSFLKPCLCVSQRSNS
Runt-CBFb FRET = inhibitors of human RUNX1 Runt domain binding to CBFb | 220,000 tested, 0.46% active | Cerulean-Runt/Venus-CBFb FRET ratio 530/480, 1 h | Q01196+Q13951 | inhibition, % at 20 µM | AID 1496;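 active = inhibition over about 50% at 20 µM in the single-dose screen, limit read from the data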;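 note: 0% = DMSO wells and 100% = excess unlabeled CBFb competitor control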
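test system = Cerulean-tagged RUNX1 Runt domain (FRET donor) fusion protein | reagent = Venus-CBFb binding partner, 100 nM | incubation = protein complex preformed 1 h, compound exposure 1 h, room temperature, dark | detection = FRET fluorescence | read-out basis = loss of energy transfer signal | controls = 5 µM unlabeled CBFb as full-inhibition high control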
14-3-3 Bad inh = disrupts binding of bovine 14-3-3 zeta to phospho-Bad peptide; P63103; TR-FRET 14-3-3zeta/Dy647-pBad peptide displacement, 1 h; inhibition, % at 21.7 µM; 220,000 tested, 0.71% active;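 active = inhibition above about 70%, limit read from the data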;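 note: 0% = full 14-3-3 plus peptide FRET controls and 100% = background without 14-3-3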
Target sequence (P63103 whole entry, looked up): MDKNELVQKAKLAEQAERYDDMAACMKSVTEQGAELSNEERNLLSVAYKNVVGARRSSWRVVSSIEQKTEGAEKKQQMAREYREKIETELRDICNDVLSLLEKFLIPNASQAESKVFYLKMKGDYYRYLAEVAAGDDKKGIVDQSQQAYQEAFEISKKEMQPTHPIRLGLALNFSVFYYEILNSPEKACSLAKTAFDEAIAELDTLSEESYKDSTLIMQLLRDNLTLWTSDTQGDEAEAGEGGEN
Hck-Nef inh = inhibitors of human Hck kinase activated by Nef. P08631. Recombinant Hck-YEEI plus Nef, Z-Lyte FRET kinase assay. inhibition, % at 20 µM. 220,000 tested, 0.68% active. AID 463187;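 active = Hck-Nef kinase inhibition above about 50%, limit read from the data; inactive = inhibition below that limit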;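 note: 0% = DMSO with Hck plus Nef and 100% = Hck alone without Nef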
Runt-SMMHC FRET = Runt domain-CBFb-SMMHC interaction inhibition | Cerulean-Runt/Venus-CBFb-SMMHC FRET ratio 530/480, 1 h | inhibition, % at 20 µM | 220,000 tested, 0.74% active;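 active = mean inhibition across duplicate retests at 20 µM reaching about 50%, limit read from the data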;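 note: 0% = DMSO wells and 100% = wells with excess untagged CBFb-SMMHC; inhibitors lower the FRET ratio by blocking Runt binding to CBFb-SMMHC; some results filed as inactive read as strong as hits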
Tb hexokinase = T. brucei hexokinase 1 inhibition; recombinant TbHK1, G6PDH-coupled NADH A340; inhibition, % at 10 µM; 220,000 tested, 0.11% active;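 active = inhibition of 50% or more in the single-dose primary screen; inactive = inhibition below 50%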
zVAD death inh = blocks zVAD induced death of L929 cells; L929 zVAD necroptosis rescue, ATP luminescence, 24 h; with zVAD 60 µM; viability rescue, % at 10 µM; 220,000 tested, 0.38% active; AID 1377;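 active = activation, scaled between plate controls, above about 75%, limit read from the data; inactive = activation under that limit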;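 note: 0% = zVAD with DMSO and 100% = DMSO alone without zVAD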
* = called active by the depositor; . = not tested or not shown; [ ] = remark or other dose.

SMILES	Mdm2 ligase inh	p47phox inh	EBV gp42 block	Runt-CBFb FRET	14-3-3 Bad inh	Hck-Nef inh	Runt-SMMHC FRET	Tb hexokinase	zVAD death inh
O=C(N=NC(=O)c1ccco1)c1ccc2c(O)n(N3C(=O)c4ccccc4C3=O)c(O)c2c1	0	-4	-1	-1	8	-6	-1	-4	.
CC(=O)Nc1ccc(N(CC(O)Cn2c3ccccc3c3ccccc32)S(=O)(=O)c2ccc(C)cc2)cc1 (centres undefined)	1	-5	16	-4	-6	3	1	-14	-0.2
Cc1nnsc1NC(=O)OCc1ccc(C(C)(C)C)cc1	-17	-4	-4	8	4	-1	-4	0	0.7
Cc1[nH]nc(N=CC2=C(O)CC(c3ccco3)CC2=O)c1-c1ccc(Cl)cc1 (centres undefined)	-14	-15	-3	-21	6[fluorescence artefact?]	3	-23	-15	-0.2
CC(=O)C1=C(O)C(=O)N(CCCn2ccnc2)C1c1ccc(Cl)cc1 (centres undefined)	3	-5	-14	.	-4	22	.	-18	1.4
CCC(=O)N1CCc2cc(Br)cc(S(=O)(=O)CCC(=O)NCC3CCCO3)c21 (centres undefined)	-14	2	-8	0	8[fluorescence artefact?]	-1	2	-6	0.6
Cc1ccc(N2C(N)=C(C#N)C(c3cc(CN4CCOCC4)cs3)C3=C2CC(C)(C)CC3=O)cc1 (centres undefined)	-8	-3	3	-1	-15	-8	0	-9	0.7
COc1cc(NC(=O)COC(=O)c2n[nH]c3ccccc23)c(C)cc1[N+](=O)[O-]	-18	-3	-14	-1	-5	6	0	-5	-0.2
O=C(Nc1nnc(-c2cccs2)o1)c1cc(-c2ccccc2)nc2ccccc12	.	-11	-4	-3	0	-5	-4	-5	.
CN(C(=O)CSc1ccccc1C(=O)O)C1CCCCC1	-12	-14	-9	2	-7	3	1	-6	0.0
COCCCNC(=O)CCc1nc2cccnc2n1Cc1ccc(OC)cc1	-11	-10	4	0	5	5	2	-4	-0.6
CCCCCCCC(=O)NC1=NC(=O)C(C)(C)S1	-10	4	24	0	1	17	-3	11	1.2
CC1CC(N(C(=O)c2ccco2)c2ccccc2)c2ccccc2N1C(=O)c1ccco1 (centres undefined)	-30	0	-10	0	-3	-12	0	-8	-0.5
COc1ccc(CNC(=O)CCNS(=O)(=O)c2ccc(C)cc2)cc1	-12	5	-7	2	-7	7	-7	-3	0.9
O=C(COC(=O)CNC(=O)c1ccc(Br)cc1)NCCC1=CCCCC1	-5	-20	-8	-3	-4	1	-1	2	1.4
Cc1ccc(OC(=O)c2ccc3snnc3c2)cc1	10	-4	-4	-1	1	1	3	1	-0.3
CC1Cc2ccccc2N1C(=O)CSc1nnc(-c2ccc(S(=O)(=O)N3CCCC3)cc2)o1 (centres undefined)	-6	12	-19	-2	4[fluorescence artefact?]	8	0	1	2.4
Cc1ccc(C(=O)O)cc1NC(=S)NC(=O)Cc1ccccc1	6	-39	-15	1	12	0	-1	-4	-0.1
c1cncc(CSc2nnc3ccc(-c4ccco4)nn23)c1	-10	-1	-10	1	-4	24	3	-2	1.6
CCOC(=O)c1cnn(-c2nc(OCC)cc(OCC)n2)c1C	1	-3	-8	-7	20	4	-1	4	0.9
O=S(=O)(NCc1cn2ccccc2n1)c1cc(F)ccc1F	-20	-8	-13	1	-1	1	0	3	0.6
CC(=O)N/N=C/c1c(C)[nH]n(-c2ccccc2)c1=O	-29	0	-17	2	-20	25	-1	-10	1.1
CCN1CCC(Nc2ccnc3cc(Cl)ccc23)CC1	4	3	-6	0	-3	7	-4	-41	2.5
CCn1c2ccccc2c2cc(NC(=O)CN(C)CC(=O)Nc3ccc(N4CCOCC4)cc3)ccc21	3	-14	-11	-2	-2	21	-7	-21	4.4
Cc1cc(Nc2ccccc2)nc(NCc2ccccc2)n1	-19	-30	-5	-2	7	2	-8	5	1.8
COCCNc1ccc(N2C(=O)C3CCCCC3C2=O)cc1[N+](=O)[O-] (centres undefined)	-1	-5	0	-5	4	-6	-4	-7	0.7
COc1cc(C(=O)NCc2ccc3[nH]c(C)cc3c2)cc(OC)c1OC	-14	-4	8	-2	-7	15	-3	9	-0.1
CCNC(=O)Oc1ccc[nH]c1=O	-10	5	-7	10	-2	-12	-6	-2	-0.1
Cc1ccccc1NC(=O)Cc1nnc(NC(=O)Nc2ccccc2F)s1	5	-9	-18	-1	6	23	-6	0	0.6
COCc1[nH]c(=S)[nH]c(=O)c1C	2	-14	-3	2	3	6	-4	-15	0.6

Compound profiles (already shown):
Profile of CC(=O)N/N=C/c1c(C)[nH]n(-c2ccccc2)c1=O = Mdm2 ligase inh = -29; p47phox inh = 0; EBV gp42 block = -17; Runt-CBFb FRET = 2; 14-3-3 Bad inh = -20; Hck-Nef inh = 25; Runt-SMMHC FRET = -1; Tb hexokinase = -10; zVAD death inh = 1.1
Profile of CCNC(=O)Oc1ccc[nH]c1=O = Mdm2 ligase inh = -10; p47phox inh = 5; EBV gp42 block = -7; Runt-CBFb FRET = 10; 14-3-3 Bad inh = -2; Hck-Nef inh = -12; Runt-SMMHC FRET = -6; Tb hexokinase = -2; zVAD death inh = -0.1
Profile of COCCNc1ccc(N2C(=O)C3CCCCC3C2=O)cc1[N+](=O)[O-] (centres undefined) = Mdm2 ligase inh = -1; p47phox inh = -5; EBV gp42 block = 0; Runt-CBFb FRET = -5; 14-3-3 Bad inh = 4; Hck-Nef inh = -6; Runt-SMMHC FRET = -4; Tb hexokinase = -7; zVAD death inh = 0.7

(cont.)
SMILES	Mdm2 ligase inh	p47phox inh	EBV gp42 block	Runt-CBFb FRET	14-3-3 Bad inh	Hck-Nef inh	Runt-SMMHC FRET	Tb hexokinase	zVAD death inh
Cc1ccc(N2C(N)=C(C#N)C(c3ccsc3)C3=C2CC(C)(C)CC3=O)cc1 (centres undefined)	-2	-10	-12	-4	-3	1	-3	1	-0.3
COC(=O)c1c(-c2cccs2)csc1NC(=O)CN1CCOCC1	-19	2	-18	40	5	1	-4	-8	0.6
O=C(Nc1nnc(CCc2ccccc2)s1)c1ccco1	-2	-10	2	3	1	-1	0	-5	-0.2
CN1CCN(CCCCC(=O)c2ccccc2)CC1	-11	-2	-11	0	52[fluorescence artefact?]	8	-1	-5	0.0
COc1ccc(CC(=O)Nc2ccc(C(N)=O)cc2)cc1	.	-6	-6	0	1	22	-3	2	0.1
Cc1cc(N)nc2nc(C(F)(F)F)nn12	-24	1	-8	0	2	13	-5	-4	0.0
COc1ccc(/C=N/NC(=O)/C(=C/c2ccccc2)CCO)cc1	-15	-7	-16	1	1	2	-6	-22	0.8
O=C(NCC(c1ccco1)N1CCCCC1)c1ccc(OCc2ccccc2)cc1 (centres undefined)	-4	-1	3	-3	-6	16	0	12	1.3
Cc1ccccc1N=C1c2ccccc2C(=O)C1[N+](=O)[O-] (centres undefined)	-1	-12	-13	-1	-2	18	-1	-34	2.9
Cc1cc(OCC(=O)N2CCOCC2)ccc1NC(=O)C1CCCCC1	-7	-3	-13	-1	-4	-2	2	0	0.6
N/C(=N\OC(=O)COc1ccc([N+](=O)[O-])cc1)c1cccnc1	-12	4	-1	2	-1	13	3	-15	1.3
CCc1c(C)nc2cc(-c3ccc(OC)cc3)[nH]n2c1=O	-15	.	.	5	.	-2	-4	-1	3.3
Cc1nc(C)c(-c2csc(NCc3ccccc3)n2)s1	-19	-5	-7	-2	-5	3	-3	-8	0.1
C=CCn1c(SCC(=O)Nc2cc(C)ccc2C)nnc1-c1cnccn1	-2	-16	-10	-2	-10	3	1	4	-0.2
COc1ccc(C(=O)NCCn2ccc3ccccc32)c(OC)c1	7	-4	-14	-4	-5	1	0	-3	0.1
CCCC1Cc2c(sc3ncnc(N)c23)CO1 (centres undefined)	-19	-19	-19	9	-4	0	5	-6	0.3
Cc1oc2ccc(OCc3ccc(F)cc3Cl)cc2c1C(=O)O	1	-10	-12	2	-2	19	0	-3	0.5
COc1cccc(/C=N/NC(=O)C(=O)NCc2ccco2)c1OC	12	-6	14	2	-17	-4	1	9	0.8
CCOC(=O)C(Cc1c(F)cccc1Cl)c1ccnc2nc(N)nn12 (centres undefined)	-35	-6	-1	4	11	-5	-2	-6	1.0
CCOC(=O)c1ccc(NS(=O)(=O)c2cc(-c3nnnn3CC)ccc2OC)cc1	.	-2	-5	0	12	1	4	0	0.6
COc1ccc(C2C(C(=O)NCc3ccco3)CCC(=O)N2c2ccc(OC)cc2)cc1 (centres undefined)	-3	-20	3	-2	-2	-1	0	2	-0.2
CCn1c(-c2cc(-c3ccc(C)cc3)nc3ccccc23)n[nH]c1=S	-19	-9	3	9	-25	28	11	-12	1.0
COc1ccc(O)c(C=Nc2cc(C)on2)c1	-2	-13	0	-4	-5	2	-6	9	0.0
COCCNCC(=O)Nc1nc(C)cs1	-94	-2	-16	1	12	-29	1	3	0.8
Cc1ccccc1NC(=O)N1CCN(S(=O)(=O)c2ccccc2)CC1	-10	3	-4	0	-10	6	0	-9	0.1
COC(=O)c1ccc(COc2ccc(-c3nnn(CC(=O)NC(C)(C)C)n3)cc2)cc1	8	1	-10	-1	2	4	2	-12	-0.3
CCOC(=O)c1cc(NC(=O)c2cnccn2)cc(C(=O)OCC)c1	-1	-28	-14	2	1	0	-2	-8	-0.3
Oc1oc(-c2ccccc2Br)nc1C=Nc1ccc(Br)cn1	-13	23	-45	-21	76*	24	-10	-9	2.4
O=C(c1ccccc1Oc1ccccc1)N1CCN(c2ccccc2)CC1	2	-7	14	3	-12	2	1	-1	-0.3
COc1cccc(NC(=O)COC(=O)COc2ccccc2[N+](=O)[O-])c1	-13	5	-6	0	-5[fluorescence artefact?]	1	-1	-14	.
COc1ccc(C(=O)NC(CO)c2nnc(SCc3ccc(Cl)c(Cl)c3)n2C)cc1 (centres undefined)	-22	5	-17	.	-3	-1	-1	-4	-0.3
Cc1cc(NC(=O)c2cccs2)n(-c2ccccc2)n1	-13	-7	-2	2	9	3	-2	1	0.0
OCCNCc1cc(Br)ccc1OCc1ccccc1Cl	-15	-10	-1	0	-1[fluorescence artefact?]	0	2	9	0.9
COc1ccc(C(=O)CN2C(=O)C(C)(C)Oc3ccc(C(=O)N4CCCCCC4)cc32)cc1	10	-16	-22	-3	3	0	-2	-11	-0.2
O=C(N/N=C(\CC(=O)c1cccs1)C(F)(F)F)c1ccncc1	-14	-13	-8	-4	31	-1	-26	-9	0.7
COc1ccc(/C=C/C(=O)NC(=S)Nc2ccc(S(N)(=O)=O)cc2)cc1	-13	-23	-10	-19	44	6	-21	-36	1.0
COc1ccccc1-c1nnc(SCC(=O)N2CC(C)CC(C)C2)o1 (centres undefined)	-16	0	-2	-1	-2	0	-3	1	-0.1
Cc1ccc(NC2OC(C(O)CO)C(O)C2O)cc1[N+](=O)[O-] (centres undefined)	-11	-22	-10	-1	-8[fluorescence artefact?]	-3	-7	-5	-0.3
CCOc1ccccc1CNc1ccc(O)cc1	-3	-13	-9	6	-7	31	-5	-2	0.2
CCN1CCN(CCOc2ccc(Cl)cc2)CC1	-14	-4	-19	0	43	17	-6	2	1.9
CCC(=O)N(Cc1ccco1)Cc1cc2cccc(C)c2n2nnnc12	-19	5	3	1	3	17	2	9	-0.5
Cc1ccc(/C=N/NC(=O)Cn2nc(C)c(Br)c2C)o1	-14	-5	-9	2	-11	-2	0	-13	0.3
